697 NFkB inh: lowers PMA/ionomycin-induced NF-kB signal in 697 B cells | 697 B-cell NF-kB luciferase reporter, 16 h | AID 435022 | actives 0.33% (n = 330,000) | inhibition, % at 4 µM; in the data active means inhibition above about 35%
Jurkat NFkB inh: lowers PMA/ionomycin-induced NF-kB signal in Jurkat cells. PMA/ionomycin-induced NF-kB luciferase reporter, luminescence. inhibition, % at 4 µM. actives 0.53% (n = 330,000); in the data active means inhibition above about 50%
Mdm2-MdmX inh: inhibitors of human Mdm2/MdmX interaction; inhibition, % at 8 µM; actives 3% (n = 330,000); SaOS-2 split-luciferase Mdm2/MdmX complementation, luminescence;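 active means inhibition of at least 50% at 8 µM in the primary screen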
Target sequence (O15151 whole entry, looked up): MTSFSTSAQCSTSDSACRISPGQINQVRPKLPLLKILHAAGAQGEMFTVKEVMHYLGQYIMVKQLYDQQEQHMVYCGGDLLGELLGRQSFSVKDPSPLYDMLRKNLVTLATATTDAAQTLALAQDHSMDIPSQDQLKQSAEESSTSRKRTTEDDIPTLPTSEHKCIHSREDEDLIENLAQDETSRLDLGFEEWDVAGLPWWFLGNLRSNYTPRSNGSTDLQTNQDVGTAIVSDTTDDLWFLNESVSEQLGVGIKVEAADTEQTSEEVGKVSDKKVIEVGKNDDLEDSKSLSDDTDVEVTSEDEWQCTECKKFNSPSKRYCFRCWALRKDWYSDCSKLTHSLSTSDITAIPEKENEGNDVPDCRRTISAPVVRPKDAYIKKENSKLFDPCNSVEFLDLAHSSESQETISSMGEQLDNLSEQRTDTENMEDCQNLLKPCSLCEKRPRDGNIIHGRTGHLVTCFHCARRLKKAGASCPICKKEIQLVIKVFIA
Target sequence (Q00987 whole entry, looked up): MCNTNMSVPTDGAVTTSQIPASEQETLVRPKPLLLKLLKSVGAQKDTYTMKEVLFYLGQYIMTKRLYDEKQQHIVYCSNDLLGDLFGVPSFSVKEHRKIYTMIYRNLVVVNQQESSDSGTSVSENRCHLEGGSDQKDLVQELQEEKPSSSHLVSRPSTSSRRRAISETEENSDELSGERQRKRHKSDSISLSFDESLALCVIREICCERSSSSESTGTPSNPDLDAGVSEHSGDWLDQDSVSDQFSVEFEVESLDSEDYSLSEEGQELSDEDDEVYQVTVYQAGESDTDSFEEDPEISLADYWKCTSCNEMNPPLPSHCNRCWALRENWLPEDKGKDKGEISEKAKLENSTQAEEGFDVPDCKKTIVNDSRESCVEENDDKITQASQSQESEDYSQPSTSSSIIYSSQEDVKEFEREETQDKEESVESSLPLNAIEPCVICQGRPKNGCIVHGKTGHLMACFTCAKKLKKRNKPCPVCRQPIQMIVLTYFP
tim10-1 inh: inhibits growth of tim10-1 mutant yeast. actives 2.2% (n = 330,000). AID 463190. S. cerevisiae tim10-1 ts strain growth, BacTiter-Glo, 24 h. inhibition, % at 20 µM;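 active means inhibition of at least 40%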;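 further: mutant grown at 25 °C; 0% = DMSO wells with yeast and 100% = wells holding no yeast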
tim23-1 inh: tim23-1 yeast growth inhibition | inhibition, % at 20 µM | actives 1.3% (n = 330,000) | AID 463212 | S. cerevisiae tim23-1 growth, BacTiter-Glo luminescence, 24 h;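 active means growth inhibition of the mutant yeast at or above 50%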;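 further: temperature-sensitive mutant grown at 25 °C; plate controls were DMSO-treated mutant yeast for no effect and medium wells lacking yeast for full effect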
CHOP UPR activ: activators of apoptotic arm of unfolded protein response (CHOP); CHO-CHOP luciferase reporter, UPR activation, luminescence; percent of tunicamycin response over DMSO baseline; actives 0.34% (n = 330,000); activation, % at 10 µM;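 active means at 10 µM dose, activation of 40% or more, normalized to positive control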;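 further: 100% = tunicamycin at 10 µg/mL and 0% = DMSO alone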
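Material: CHO-CHOP cells, stable luciferase reporter of PERK-eIF2a-CHOP signalling; quantity: 500 reporter cells seeded per well; buffer or medium: F12 medium containing 10% fetal bovine serum; compound: one dose, 10 µM in 0.5% DMSO; incubation: 6 h compound treatment, 37 °C; measured by: Steady-Glo luciferase luminescence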
UPR XBP1 act: adaptive UPR (XBP1) activation; CHO-XBP1 luciferase reporter, IRE1-XBP1 UPR activation, luminescence; percent of tunicamycin response, DMSO as zero; AID 463104; actives 0.33% (n = 330,000); activation, % at 20 µM;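 active means versus positive control, 20 µM dose yields 30% or more activation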;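 further: 100% = tunicamycin at 10 µg/mL and 0% = DMSO only wells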
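Material: CHO-XBP1 cells stably carrying IRE1-XBP1-driven luciferase reporter | Medium: F12 with 10% serum | Compound dosing: 20 µM single concentration, DMSO 1% | Incubation: Overnight seeding at 37 °C, 6 h compound treatment at 37 °C | Detection: Steady-Glo luminescence read | Read-out basis: % activation of reporter signal versus tunicamycin and DMSO controls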
TIM10 inh: growth inhibitors of TIM10 yeast strain; S. cerevisiae TIM10 strain growth, BacTiter-Glo luminescence, 24 h; inhibition, % at 10 µM; actives 1.4% (n = 330,000); AID 463195;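 active means inhibition of 40% or more at the single tested concentration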;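 further: wild-type TIM10 isogenic control strain grown at permissive 25 °C; 0% = DMSO yeast wells and 100% = minimal medium wells without yeast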
* hit, by the source's call; . = not tested or not shown; & = joins results of further samples.

A first look (two entries):
SMILES	697 NFkB inh	Jurkat NFkB inh	Mdm2-MdmX inh	tim10-1 inh	tim23-1 inh	CHOP UPR activ	UPR XBP1 act	TIM10 inh
COCCC(=O)N1CCC(Oc2ccc(C(=O)NCc3cc(C)n(C)n3)cc2)CC1	7	-13	25	-8	-7	3.3	-2	0
O=C(CNC(=O)c1ccccc1)Oc1cccc(Cl)c1	-1	8	16	-5	-18	-1.6	-2	-1

The whole of this part, from the first entry:
SMILES	697 NFkB inh	Jurkat NFkB inh	Mdm2-MdmX inh	tim10-1 inh	tim23-1 inh	CHOP UPR activ	UPR XBP1 act	TIM10 inh
COCCC(=O)N1CCC(Oc2ccc(C(=O)NCc3cc(C)n(C)n3)cc2)CC1	7	-13	25	-8	-7	3.3	-2	0
O=C(CNC(=O)c1ccccc1)Oc1cccc(Cl)c1	-1	8	16	-5	-18	-1.6	-2	-1
Cc1cccc(N2CCN(C(=O)CCC(=O)N3CC(C)Oc4ccccc43)CC2)c1C (centres undefined)	-15	14	27	32	47	-3.7	-4	11
Cc1cc(Cl)ccc1N=C1N=C(N)c2ccccc21	5	-12	39	11	13	1.8	0	14
COCCS(=O)(=O)N(Cc1ccc(Br)cc1)[C@@H](C)C(=O)OC	22	.	3	24	41	1.4	1	2
CCOc1ccc(N(CC(=O)NCc2ccco2)C(=O)CCC(=O)Nc2ccccn2)cc1	3	-9	-11	17	13	-1.4	-2	-30
Cc1ccc(-n2nc3c(=O)n(CC(=O)NCCC4=CCCCC4)nc(C)c3c2C)cc1	-4	14	27	3	6	-1.7	-3	-1
COc1ccc(CC(=O)NC(C)c2nnc(SCCOc3ccc(OC)cc3)n2C)cc1 (centres undefined)	-6	-5	17	1	-3	-2.0	-2	5
C=C(C)C1CC=C(CN2CC(C)OC(C)C2)CC1 (centres undefined)	13	-2	15	-21	-10	-0.1	-2	-11
COc1ccc(O)c(/C=N/c2nc3ccccc3n2C)c1	-8	-2	8	3	17	4.8	4	-6
COc1ccc(-c2cc(CNC(=O)CCl)on2)cc1	-8	-1	40	7	13	1.3	1	-1
CNC(=O)c1ccsc1NC(=O)c1ccc(Cl)s1	7	-3	5	44*	49	3.9	3	21
Cc1nn(-c2ccccc2)c(C)c1NC(=O)COc1ccc(F)cc1Cl	-4	4	-3	38	31	-1.3	0	18
Cc1ccccc1-c1nc(CN2CCC(C(=O)NCc3cccnc3)CC2)c(C)o1	4	7	-6	-23	5	-0.3	1	7
O=C(Cn1nc(-c2cccs2)ccc1=O)Nc1ccc(Br)cc1	11	29	-14	-8	1	0.7	-3	-34
O=C(Cn1cc([N+](=O)[O-])cn1)NC1CCCCCC1	2	15	20	-3	-5	-0.2	-2	1
Cn1nc(C(=O)N2CCN(c3ccc([N+](=O)[O-])cc3)CC2)c2c1-c1ccccc1S(=O)(=O)C2	-5	0	-1	-8	-13	0.8	-4	-20
CC(=O)c1ccc(Nc2nc(C)cc(C)n2)cc1	-51	-47	-21	25	20	6.3	3	8
Cc1cc(NC(=O)CSc2ncnc3c2cnn3-c2ccccc2)no1	-29	7	9	-3	22	-1.0	-3	11
COC(=O)CC1(C(=O)OC)Oc2ccc(Br)cc2C(=O)N1c1cccc(Cl)c1Cl (centres undefined)	-3	10	38	16	35	-0.7	-2	-5
CCNC(=S)N/N=C1\CCCCc2ccccc21	-9	0	3	31	46	-0.4	-2	17
O=C(NCc1ccccn1)c1ccc(Cl)s1	-17	-28	-15	17	22	0.6	-2	1
OCCNc1nc(Nc2ccccc2)nc2ccccc12	12	-8	11	1	-7	2.4	24	13
Cc1cc(NS(=O)(=O)c2ccc(NC(=S)NC(=O)c3cccnc3)cc2)no1	-13	-8	-4	-8	3	-0.5	-3	6
CC(O)[C@@]1(O)CC[C@H]2[C@@H]3CC[C@H]4C[C@@H](O)CC[C@]4(C)C3=CC[C@@]21C (some centres undefined)	17	12	6	13	31	0.8	0	9
COC(=O)c1ccc(COc2cccc(C)c2C)cc1	-50	1	-7	9	-2	7.4	0	17
O=C(c1ccc(Cl)cc1)N1N=CCC1(O)c1ccc(Cl)cc1 (centres undefined)	-19	-4	25	6	41	-0.7	8	20
COc1ccc(Cn2nnnc2C(c2cc3ccc(OC)cc3[nH]c2=O)N2CCC(C)CC2)cc1 (centres undefined)	5	-9	15	33	14	-2.4	-2	11
O=C(c1ccc(F)cc1)N1CCC(O)(c2cccnc2)CC1	9	9	1	12	3	0.8	2	6
COc1ccccc1NS(=O)(=O)c1ccc2ccccc2c1	-6	5	2	9	22	2.7	-4	-2
Cc1cccc(OC(C)C(=O)N2CCCc3ccccc32)c1 (centres undefined)	0	6	-12	24	17	3.9	-1	27
COc1cc(/C=C/C(=O)OCc2cn3cc(Cl)ccc3n2)ccc1O	10	1	48	24	16	0.2	3	11
O=C(COC(=O)Cc1ccccc1F)NC(=O)NC1CCCC1	-4	-7	9	-5	-2	-0.3	0	-5
CCOc1ccc(S(=O)(=O)Nc2c(C)n(C)n(-c3ccccc3)c2=O)cc1	5	0	-1	2	-4	5.5	-2	-2
O=C(CC1CC2CCC1C2)N1CCN(S(=O)(=O)c2ccccc2C(F)(F)F)CC1 (centres undefined)	-5	-4	18	20	30	2.6	-4	4
CC1CN(CCOc2ccc(Cl)c(Cl)c2)CC(C)O1 (centres undefined)	-32	-10	-15	-5	8	1.2	0	-34
COc1cccc(-c2c(C(=O)N/N=C(\C)COc3ccccc3)nnn2-c2nonc2N)c1	7	-1	5	8	-10	-2.4	-5	6
CC12CCC(C/C1=N/NC(=O)Nc1ccccc1)C2(C)C (centres undefined)	-27	-17	-2	32	22	2.1	4	27
CC1CCN(C(=O)CCNS(=O)(=O)c2ccc3c(c2)oc(=O)n3C)CC1	2	2	31	-3	-5	-1.7	-4	-5
CCCC(=O)Nc1ccc(Sc2ccc([N+](=O)[O-])cc2)cc1	41*	41	47	42*	51*	-2.3	2	55*
COc1ccccc1OCc1csc(N)n1	-7	-1	25	-4	1	-0.3	3	-1
CCc1nnc(NC(=O)/C=C/c2ccco2)s1	-53	-22	-15	21	1	3.7	4	6
S=C(c1ccccc1)N1CCSCC1	-8	-6	1	14	10	0.4	1	-5
COC(=O)N/N=C/c1cn(CCOc2ccc(OC)cc2)c2ccccc12	9	2	20	13	27	1.9	5	3
CCN(CC)CCCn1c(SCC(=O)Nc2cccc(F)c2)nnc1-c1ccoc1C	0	-2	11	0	1	0.2	-3	-19
O=C1CN(C(=O)c2cc(Br)c(Br)s2)c2ccccc2N1	-39	37	20	18	25	0.2	2	28
Cc1cccc(CCNC(=O)c2nnc(Cc3ccc(Cl)cc3)o2)c1	12	2	11	-21	-2	0.5	3	-1
C=CCN1CC(=O)N2C(c3ccccc3)c3[nH]c4ccccc4c3C[C@H]2C1=O (some centres undefined)	-6	4	23	16	20	-0.8	-3	1
COc1ccc2c(=O)c(N3C(=O)c4ccccc4C3=O)coc2c1	1	11	36	17	2	-0.8	-4	-9
CSCCC(NC(=O)c1ccccc1)C(=O)N/N=C(\C)Cc1ccccc1 (centres undefined)	6	-8	21	-10	-16	1.2	-1	-6

Profiles from above. Order of values: 697 NFkB inh, Jurkat NFkB inh, Mdm2-MdmX inh, tim10-1 inh, tim23-1 inh, CHOP UPR activ, UPR XBP1 act, TIM10 inh
Profile of CCc1nnc(NC(=O)/C=C/c2ccco2)s1 → -53, -22, -15, 21, 1, 3.7, 4, 6
Profile of COc1ccccc1OCc1csc(N)n1 → -7, -1, 25, -4, 1, -0.3, 3, -1
Profile of S=C(c1ccccc1)N1CCSCC1 → -8, -6, 1, 14, 10, 0.4, 1, -5

(further entries)
SMILES	697 NFkB inh	Jurkat NFkB inh	Mdm2-MdmX inh	tim10-1 inh	tim23-1 inh	CHOP UPR activ	UPR XBP1 act	TIM10 inh
Cc1cc(NCCOCCO)n2ncc(-c3ccc(Cl)cc3)c2n1	-106	-144	61*	57*	36	15	11	42*
CC(C)CN(C(=O)COC(=O)COc1ccc2ccccc2c1)c1c(N)n(Cc2ccccc2)c(=O)[nH]c1=O	16	3	6	8	4	-0.6	-2	-1
CCn1cc(C2=NOC(C(=O)Nc3cccc(C(C)=O)c3)C2)c(C)n1 (centres undefined)	0	8	4	13	20	-1.5	-2	-13
CCC/C=C1/CCCOC(C(=O)NCc2ccccn2)(C(F)(F)F)C1 (centres undefined)	23	0	-20	17	29	-0.1	-1	0
C[C@H](CO)N1C[C@H](C)[C@@H](CN(C)C)Oc2c(NS(=O)(=O)c3cccs3)cccc2C1=O	-4	-10	2	-10	-5	-1.4	-1	1
O=C(NCCc1csc(-c2ccc(Cl)cc2)n1)c1ccco1	7	0	14	43*	23	1.7	-1	-6
COc1ccc(Cl)cc1NC(=S)NCCO	-1	9	22	13	-7	1.0	1	9
COc1ccccc1/C=N/OC(=O)c1ccc(F)cc1	6	-3	5	6	20	1.5	3	4
CSc1nsc(SC)c1C(=O)Nc1ccc(C)cc1	10	-17	18	4	15	-1.1	-1	-6
CCOC(=O)c1c(C)[nH]c(C)c1C(=O)COC(=O)c1ccc(S(=O)(=O)C(F)F)cc1	9	10	-3	8	15	-0.6	-1	8
COc1cc(NC(=O)c2ccnn2C)c(OC)cc1Cl	20	-10	9	23	11	1.7	-1	10
COCCCC/C(=N\OCCN)c1ccc(C(F)(F)F)cc1	-31&2	0&17	5&8	-13&-3	37&11	-1.0&0.7	-6&-6	8&-31

Seven compounds already listed, sorted by the value under Mdm2-MdmX inh, largest number first.
| Structure | 697 NFkB inh | Jurkat NFkB inh | Mdm2-MdmX inh | tim10-1 inh |
| --- | --- | --- | --- | --- |
| COc1ccc(Cl)cc1NC(=S)NCCO | -1 | 9 | 22 | 13 |
| O=C(NCCc1csc(-c2ccc(Cl)cc2)n1)c1ccco1 | 7 | 0 | 14 | 43* |
| CC(C)CN(C(=O)COC(=O)COc1ccc2ccccc2c1)c1c(N)n(Cc2ccccc2)c(=O)[nH]c1=O | 16 | 3 | 6 | 8 |
| CCn1cc(C2=NOC(C(=O)Nc3cccc(C(C)=O)c3)C2)c(C)n1 (centres undefined) | 0 | 8 | 4 | 13 |
| C[C@H](CO)N1C[C@H](C)[C@@H](CN(C)C)Oc2c(NS(=O)(=O)c3cccs3)cccc2C1=O | -4 | -10 | 2 | -10 |
| CCOC(=O)c1c(C)[nH]c(C)c1C(=O)COC(=O)c1ccc(S(=O)(=O)C(F)F)cc1 | 9 | 10 | -3 | 8 |
| CCC/C=C1/CCCOC(C(=O)NCc2ccccn2)(C(F)(F)F)C1 (centres undefined) | 23 | 0 | -20 | 17 |
